Screening data (PubChem)
GDH-TPI inh – GDH-TPI coupled enzyme inhibition counter-screen. GDH-TPI coupled enzyme counterscreen, NADH absorbance. inhibition, % at 4.8 µM. hit rate 1.2% among 360,000; in the data active means inhibition above about 30%;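 further: 0% = DMSO wells and 100% = wells lacking the enzyme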
TcdB GH inh – blocks C. difficile toxin B glycohydrolase activity; P18177; inhibition, % at 9.99 µM; TcdB glycohydrolase enzymatic assay, plate reader; hit rate 0.24% among 350,000; in the data active means inhibition above about 10%
FadD28 binding – inhibitors of Mycobacterium tuberculosis FadD28 bisubstrate binding; FadD28 bisubstrate probe binding, fluorescence polarization; hit rate 0.22% among 360,000; inhibition, % at 12.5 µM; in the data active means inhibition above about 8.5%, passing the limit was not always enough
Mtb BioA inh – blocks M. tuberculosis BioA enzyme activity | purified M. tuberculosis BioA enzyme, plate reader | inhibition, % at 9.99 µM | hit rate 0.096% among 360,000 | AID 602481; in the data active means inhibition above about 40%
Mtb UGM inh – inhibitors of M. tuberculosis UDP-galactopyranose mutase | P9WIQ1 | purified UGM, fluorescence polarization probe displacement | inhibition, % at 10 µM | hit rate 0.06% among 320,000; in the data active means inhibition above about 10%, passing the limit was not always enough
Target sequence (P9WIQ1 whole entry, looked up): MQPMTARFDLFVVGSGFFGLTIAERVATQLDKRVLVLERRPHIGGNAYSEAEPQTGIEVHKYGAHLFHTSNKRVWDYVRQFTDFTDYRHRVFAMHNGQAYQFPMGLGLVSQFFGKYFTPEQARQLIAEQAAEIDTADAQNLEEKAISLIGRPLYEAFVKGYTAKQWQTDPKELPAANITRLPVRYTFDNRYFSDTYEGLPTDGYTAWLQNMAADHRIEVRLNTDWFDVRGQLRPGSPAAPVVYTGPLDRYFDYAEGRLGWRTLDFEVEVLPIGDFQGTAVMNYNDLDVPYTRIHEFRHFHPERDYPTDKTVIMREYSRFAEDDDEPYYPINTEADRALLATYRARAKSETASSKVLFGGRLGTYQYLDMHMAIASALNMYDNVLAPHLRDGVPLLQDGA
PfHsp40 rescue – rescue of PfHsp40-mediated yeast toxicity. S. cerevisiae expressing PfHsp40, growth rescue, ATP luminescence. growth rescue, % at 12.5 µM. hit rate 0.68% among 340,000. AID 504582; in the data active means growth rescue above about 28%, passing the limit was not always enough;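 further: yeast W303a lacking pdr1 and pdr3 grown in galactose medium; growth measured after three days at 30 °C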
FBA Mtb inh – inhibits M. tuberculosis FBA enzyme; P9WQA3; purified M. tuberculosis FBA, fluorescence read-out; inhibition, % at 1 µM; hit rate 2.3% among 360,000; AID 588726; in the data active means inhibition above about 27%;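 further: 0% = vehicle and 100% = reference inhibitor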
Target sequence (P9WQA3 whole entry, looked up): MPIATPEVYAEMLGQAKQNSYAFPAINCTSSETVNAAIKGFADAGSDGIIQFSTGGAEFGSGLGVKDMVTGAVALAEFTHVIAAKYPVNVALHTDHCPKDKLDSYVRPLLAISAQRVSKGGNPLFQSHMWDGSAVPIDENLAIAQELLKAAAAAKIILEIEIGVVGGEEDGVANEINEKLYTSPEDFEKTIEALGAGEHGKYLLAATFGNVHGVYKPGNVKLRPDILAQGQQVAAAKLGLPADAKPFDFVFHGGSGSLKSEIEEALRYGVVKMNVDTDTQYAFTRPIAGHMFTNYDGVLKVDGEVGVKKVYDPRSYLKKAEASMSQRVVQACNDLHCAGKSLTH
Vc quorum ag – induces V. cholerae light production without autoinducers. activation, % at 18.7 µM. AID 588436. V. cholerae BH1578 lux reporter, luminescence, 6 h. hit rate 0.16% among 350,000; in the data active means activation mostly above about 9.7%, no sharp cut-off; further: not every result past the cut was called active; inactives centre near 0; reference of the scale not given here
Yp Topo-I inh – blocks Yersinia pestis topoisomerase I activity; activity, % at 10 µM; AID 504884; Y. pestis Topo-I cleavage product accumulation, plate reader; hit rate 0.064% among 360,000; in the data active means activity above about 50%, passing the limit was not always enough; further: inactives centre near 2
* = called active by the depositor; i = inactive; / = not tested or not shown; + = active, no number.

SMILES	FadD28 binding	Mtb UGM inh	Mtb BioA inh	FBA Mtb inh	PfHsp40 rescue	TcdB GH inh	Vc quorum ag	Yp Topo-I inh	GDH-TPI inh
O=C(Cn1cc(S(=O)(=O)Cc2ccc([N+](=O)[O-])cc2)c2ccccc21)N1CCOCC1	1.0	-0.9	-2.3	-1.0	-1.1	0.5	1.1	-1.6	10.0
COC(C/C=C/C(=O)COCc1ccccc1)OC	-2.6	/	0.8	1.8	3.2	0.1	-1.0	2.7	-0.8
NS(=O)(=O)c1ccc(NC(=S)NCc2ccc(F)cc2)cc1	4.9	0.6	/	0.3	0.6	0.1	-1.5	-3.2	-2.6
CC(C)[C@H](NC(=O)c1ccccc1)C(=O)OCC(=O)c1ccc2c(c1)NC(=O)CO2	-1.0	4.2	3.9	1.0	0.1	/	-11.4	3.6	-8.2
COc1ccc(OC)c(NC(=O)C2CCC(CNc3c(N4CCC(C)CC4)c(=O)c3=O)CC2)c1 (stereo unspecified)	-1.1	0.6	2.7	1.4	-0.3	2.4	-0.3	27.6	12.2
COc1ccc(Cc2nc3ccc(C(=O)N4CCCC4)cc3o2)cc1OC	-0.9	1.1	-1.3	2.0	-0.5	0.3	-0.6	4.0	-1.9
O=c1/c(=C\c2cccc(O)c2)sc2nc(-c3ccccc3)c(-c3ccccc3)n12	-0.3	0.0	/	/	0.5	0.9	-3.7	-6.6	/
CC1(Cc2ccc(S(C)(=O)=O)cc2)C(=O)Nc2ccc(Cl)cc21 (stereo unspecified)	-2.1	/	0.8	-3.8	/	0.9	-1.2	-2.6	0.0
CC(=O)Nc1ccc(C(=O)OCC(=O)NC(=O)NC(C)(C)C)cc1	-1.8	-0.7	2.0	-1.0	-1.1	/	i	4.0	3.5
COc1cc(OC)cc(C(=O)NC(=S)Nc2ccc3oc(=O)ccc3c2)c1	-1.9	-0.4	-0.9	0.9	1.3	-0.2	i	-0.3	7.6
CC1(/[N+]([O-])=C/c2ccc(Cl)cc2Cl)CCCCC1=O (stereo unspecified)	-0.2	-1.2	-1.8	3.8	-1.3	0.6	i	2.1	3.1
O=C1N=C(N2CCN(c3ccccc3)CC2)SC1Cc1ccccc1 (stereo unspecified)	-0.8	0.7	/	-3.0	1.1	/	-0.2	37.2	9.4
COC(=O)c1cccc(NC(=O)c2ccc3c(c2)C(=O)N(Cc2cccnc2)C3=O)c1	-2.2	-1.0	1.3	-1.2	0.1	5.5	/	-1.3	-10.0
CCOc1ccc(/C=C2\SC(=S)N(CCC(=O)Nc3ccccc3C(=O)O)C2=O)cc1	0.8	0.1	-0.1	0.0	1.0	2.4	i	6.6	-16.4
O=C(N/N=C/c1c[nH]c2ccccc12)C1CC1(c1ccccc1)c1ccccc1 (stereo unspecified)	-1.9	-0.2	-0.3	-3.2	0.2	/	-0.2	4.3	4.8
CC(=O)Nc1ccc(S(=O)(=O)N(CC(=O)NCC2CCCO2)Cc2ccccc2Cl)cc1 (stereo unspecified)	-0.8	/	0.0	3.5	/	0.9	i	-1.0	6.4
COc1ccc(S(=O)(=O)N(C)CC(=O)Nc2ccc3c(c2)OCCO3)cc1OC	-2.2	-3.5	2.1	1.9	-1.1	/	-0.6	-5.1	5.0
Cc1cc(C)c(S(=O)(=O)Nc2cccc(S(=O)(=O)NC3=NCCC3)c2)c(C)c1	-3.0	3.0	/	1.9	0.0	0.4	/	6.4	-7.5
CN(C(=O)c1ccc(NC(=O)C2CCCN(C(=O)OC(C)(C)C)C2)cc1)C1CCCC1 (stereo unspecified)	-3.4	-0.3	-0.7	0.3	1.8	0.6	-0.3	42.9	-3.5
Cc1ccccc1/C=N\NC(=O)c1ccc(Cn2cccn2)o1	0.3	-0.3	/	-3.8	-0.6	/	-0.2	3.0	12.9
COCC(C)NS(=O)(=O)c1ccc(C)cc1 (stereo unspecified)	-1.0	-0.8	0.3	5.2	-0.6	/	i	-1.7	-4.3
O=C(CCNS(=O)(=O)c1ccc(OC(F)(F)F)cc1)N1CCN(C/C=C/c2ccccc2)CC1	-6.7	-1.5	-0.1	-2.5	0.2	1.3	i	16.9	0.0
Cc1ccccc1NC(=O)COC(=O)c1cccc(S(=O)(=O)N2CCCCC2)c1	-2.6	2.7	/	3.3	-0.2	5.0	-5.2	19.1	7.0
O=C(NN=Cc1cccc([N+](=O)[O-])c1)c1cc(-c2cccnc2)nc2ccccc12	0.4	2.0	7.8	-0.8	0.4	1.7	i	1.9	9.1
Cc1ccc(N2C(=O)C3C4C=CC(C4)C3C2=O)cc1 (stereo unspecified)	-4.2	1.6	-1.1	0.5	0.3	/	0.3	1.4	1.4
COc1cc2c(cc1OC)C(c1ccccc1F)NCC2 (stereo unspecified)	-4.9	0.5	-0.8	-0.8	-1.3	1.6	i	-1.4	-5.1
Cc1nnc(Cl)c2nn(-c3ccccc3F)c(C)c12	-3.9	-0.3	3.1	-0.3	-1.9	-0.3	-0.4	2.2	-1.9
Cc1cc(C(C)(C)C)oc1C(=O)NCCCNC(=O)c1oc(C(C)(C)C)cc1C	-2.4	0.6	-0.8	0.4	-0.9	/	i	4.7	-10.3
COc1ccc(CCNS(=O)(=O)c2cccc(S(=O)(=O)N3CCCC3)c2)cc1OC	-0.2	/	-0.1	2.6	-0.5	/	-0.3	-6.0	0.8
Cc1ccc(-n2c(O)c(/C=N/c3ncn[nH]3)c3ccccc3c2=O)cc1	-3.2	-1.0	/	25.4	-1.2	1.3	-0.3	5.8	13.2
CC(CC(=O)NCC1CCCO1)c1ccccc1 (stereo unspecified)	0.1	-0.5	/	-0.8	1.8	0.8	0.7	-1.8	1.3
CCOC(=O)C1(Cc2ccccc2)CCCN(C2CCCC2)C1 (stereo unspecified)	-0.9	0.9	/	4.5	0.2	-1.1	-1.4	18.7	1.3
O=C(O)c1ccccc1-c1ccc(C=c2sc3nc4cc(Br)cnc4n3c2=O)o1	12.6*	/	-2.1	-3.3	/	-0.7	-0.4	-3.5	21.3
COC(=O)c1ccc(N2CCOCC2)c(NC(=O)c2ccco2)c1	-3.2	1.9	2.1	0.4	-0.7	-0.9	-0.3	4.2	1.7
Cc1ccccc1C(=O)Nc1ccccc1	-1.9	0.1	-1.5	-1.0	0.2	/	i	-5.2	5.1
Cc1ccccc1NS(=O)(=O)c1cc(S(C)(=O)=O)ccc1Cl	-1.9	2.9	-4.2	-2.0	-0.3	/	i	3.5	-6.6
CCOC(=O)Cn1c(CN2CCOCC2)nc2c1c(=O)[nH]c(=O)n2C	-2.4	1.9	-0.7	-1.8	0.9	1.3	-1.6	0.8	-6.7
Cc1cccc(Nc2nnc(SCC(=O)Nc3ccccc3[N+](=O)[O-])s2)c1	-3.9	1.1	/	-4.7	-0.4	/	i	10.0	3.3
Cc1[nH][nH]c(=O)c1N=Nc1ccc(S(N)(=O)=O)cc1	-3.9	-2.3	2.1	-20.1	/	1.7	-0.5	-11.0	13.1
Cn1nc(-c2ccc(N3CCOCC3)c(NS(=O)(=O)c3ccc(Cl)cc3)c2)c2ccccc2c1=O	-5.5	0.2	0.3	-2.3	0.6	/	-1.0	12.5	-7.8
Cc1cc(C)nc(NS(=O)(=O)c2ccc(NC(=O)Nc3ccccc3)cc2)n1	-5.0	3.8	/	-1.9	0.1	3.1	-0.3	0.3	-1.9
O=C1CC(=O)N(c2ccc3c(c2)OCO3)C(=O)N1	-0.3	-1.5	-4.9	2.4	0.6	/	-0.2	-1.5	10.4
Cc1ccc(C2CC(c3ccc(Cl)cc3)n3nc(N)nc3N2)cc1 (stereo unspecified)	-5.0	-0.1	-1.5	1.5	-0.4	0.5	-0.2	-1.9	5.9
CC(C(=O)NC1CCCCC1)N1CCN(S(=O)(=O)c2cccs2)CC1 (stereo unspecified)	-4.1	-3.8	/	-1.1	-0.5	0.3	-5.2	7.7	-3.5
CC(NC(=O)c1ccc(Cn2cc([N+](=O)[O-])cn2)cc1)c1ccccc1 (stereo unspecified)	-1.3	-1.3	/	3.0	-0.1	/	i	-2.4	-3.3
CCCCN(C(C)=O)c1c(N)n(CCC)c(=O)n(CC(=O)Nc2cc(Cl)cc(Cl)c2)c1=O	-2.8	-0.5	/	-1.5	2.1	0.0	-0.3	-6.9	1.9
O=C(NNC(=O)C1CCCC1)c1ccc(F)cc1	-4.2	-1.2	-0.4	-1.1	0.7	0.6	i	7.0	-6.0
Cc1ccccc1N(CC(=O)NC1CCCCC1)C(=O)CCCC(=O)Nc1ccccn1	-2.0	3.0	-1.1	0.6	0.5	1.0	i	12.2	4.5
CCOC(=O)N1CCC(N2C(=O)c3ccccc3C2Nc2ccc3c(C)cc(=O)oc3c2)CC1 (stereo unspecified)	-1.3	-0.4	23.2	+	1.3	-0.5	i	3.6	20.2
Cc1ccc2nc3n(c2c1)CCCN3	-1.9	1.0	-0.8	3.2	0.8	-1.8	-2.2	-2.3	17.0

Remaining list, next part.
SMILES	FadD28 binding	Mtb UGM inh	Mtb BioA inh	FBA Mtb inh	PfHsp40 rescue	TcdB GH inh	Vc quorum ag	Yp Topo-I inh	GDH-TPI inh
COc1cc(NC(=O)C2CCCO2)c(C(=O)O)cc1OC (stereo unspecified)	-3.0	0.4	0.9	-2.9	-0.1	5.9	0.1	-4.3	6.3
Cc1nc2cc(NC(=O)c3ccco3)ccc2n1C	0.3	2.1	-0.6	-1.9	0.5	1.6	i	-4.4	0.7
CC(C)N1C/C(=C/c2ccsc2)C(=O)/C(=C/c2ccsc2)C1	-2.1	-0.2	/	-1.5	-0.2	1.4	i	1.5	2.3
CCOC(=O)Cc1csc(NC(=O)Cc2ccccc2[N+](=O)[O-])n1	-3.7	-0.1	/	0.8	0.7	2.1	-1.7	2.4	1.9
NNC(=O)CC1=NNC(=O)C1	-1.1	/	-3.0	2.2	-1.4	-5.5	i	7.5	9.7
COC(=O)C(NC(=O)Nc1ccccc1OC)C(C)C (stereo unspecified)	-0.8	-0.4	-1.0	4.6	-1.1	/	i	3.9	2.5
COC(=O)CN1C(=O)Nc2ccc(C)cc2C1c1ccccc1 (stereo unspecified)	-2.3	3.9	/	-0.2	-0.1	-0.2	i	2.9	-2.2
Cc1ccc(N2CC(C(=O)OCC(=O)Nc3ccc(Cl)cc3)CC2=O)cc1 (stereo unspecified)	-4.5	0.4	-1.6	0.2	-0.4	0.9	i	-3.2	7.5
O=[N+]([O-])c1ncccc1OCc1ccccc1Br	-34.7	-2.1	3.7	-1.3	3.0	-1.4	-0.4	6.0	2.3
CCC(=O)c1ccc(OCC(O)CNCc2ccc(F)cc2)cc1 (stereo unspecified)	-0.1	1.8	-1.0	0.8	2.6	0.9	-0.2	4.9	2.6
O=C(COC(=O)c1ccccc1)Nc1ccccc1Br	2.2	0.3	/	1.1	2.6	/	-0.3	8.8	2.0
CC(C)(C)C(=O)Nc1nc2c(s1)CN(Cc1ccccc1)CC2	-7.3	4.7	/	-2.3	1.3	1.7	1.4	-9.7	0.0
COc1ccc2cc(C(=O)COC(=O)COc3ccc4c(C)cc(=O)oc4c3)ccc2c1	-2.8	-0.1	/	22.4	-1.1	/	-0.3	7.5	19.6
O=C(Nc1ccccc1OC(F)F)c1cccc(S(=O)(=O)N2CCCC2)c1	-3.0	-2.8	-1.3	1.1	0.1	-0.5	i	-5.1	11.2
O=C(COc1ccc(Cl)cc1Cl)NC(=O)N1CCOCC1	-1.2	-0.6	-0.2	2.7	-0.3	/	-3.0	2.6	20.6
